# High-throughput results from PubChem BioAssay.
# S1P2 ag = S1P2 (human) receptor agonism | S1P2-expressing cell line, agonist reporter read-out | activation, % at 4.5 µM | hit rate 0.46% among 97,000 | AID 729; in the data active = activation above about 16%;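 note: 0% = vehicle low control and 100% = maximal reference agonist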
# Target sequence (O95136 whole entry, looked up): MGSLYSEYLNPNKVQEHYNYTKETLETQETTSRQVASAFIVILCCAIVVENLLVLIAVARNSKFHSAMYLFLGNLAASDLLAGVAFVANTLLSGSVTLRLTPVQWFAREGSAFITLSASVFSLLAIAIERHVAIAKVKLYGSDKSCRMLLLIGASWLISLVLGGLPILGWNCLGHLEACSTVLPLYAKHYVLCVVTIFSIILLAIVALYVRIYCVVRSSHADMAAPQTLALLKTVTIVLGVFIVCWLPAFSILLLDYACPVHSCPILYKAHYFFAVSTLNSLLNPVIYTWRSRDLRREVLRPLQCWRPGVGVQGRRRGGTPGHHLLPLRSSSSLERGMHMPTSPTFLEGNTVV
# PLAP activator = human PLAP activation; purified PLAP enzyme, luminescent substrate read-out; hits give high values; activation fold at 20 µM; hit rate 1.2% among 96,000; AID 696; in the data active = activation fold above about 2
# Target sequence (P05187 whole entry, looked up): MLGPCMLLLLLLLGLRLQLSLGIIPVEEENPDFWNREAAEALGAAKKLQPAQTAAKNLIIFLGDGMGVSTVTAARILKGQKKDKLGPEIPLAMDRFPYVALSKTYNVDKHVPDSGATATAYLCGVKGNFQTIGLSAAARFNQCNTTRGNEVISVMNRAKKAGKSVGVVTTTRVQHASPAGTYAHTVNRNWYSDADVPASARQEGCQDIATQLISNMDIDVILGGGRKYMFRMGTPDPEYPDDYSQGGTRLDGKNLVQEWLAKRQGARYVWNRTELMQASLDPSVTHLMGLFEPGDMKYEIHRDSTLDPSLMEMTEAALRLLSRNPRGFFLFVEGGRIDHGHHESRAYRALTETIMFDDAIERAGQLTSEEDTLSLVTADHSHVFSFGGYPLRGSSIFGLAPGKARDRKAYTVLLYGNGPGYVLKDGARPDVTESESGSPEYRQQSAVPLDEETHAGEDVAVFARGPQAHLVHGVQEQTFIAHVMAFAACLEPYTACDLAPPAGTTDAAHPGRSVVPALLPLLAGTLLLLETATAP
# MT1-MMP txn act = activates MT1-MMP transcription. HT1080 MT1-MMP promoter luciferase reporter, luminescence, overnight; hits give high values. activation factor at 10 µM. hit rate 0.16% among 86,000. AID 750;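 active = activation factor of at least 2 for MT1-MMP transcription at 10 µM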
# Rev-RRE block = HIV Rev-RRE protein-RNA interaction inhibition; inhibition, % at 8 µM; P05866; hit rate 0.79% among 97,000; Rev peptide-RRE RNA binding, FRET; AID 704;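 active = inhibition above the screen-wide mean plus 3 SD, cut at about 35% in these data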;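 note: 0% = median DMSO wells and 100% = median Neomycin B control wells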
# Target sequence (P05866 whole entry, looked up): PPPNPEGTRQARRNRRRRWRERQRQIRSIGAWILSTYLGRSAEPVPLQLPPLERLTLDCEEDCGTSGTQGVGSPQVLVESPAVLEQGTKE
#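 Probe or stimulus: fluorescein-Rev peptide as binding partner; assay system: Cy5-tagged RRE RNA duplex with fluorescein-tagged Rev peptide; timing: 5 min compound–RNA preincubation, then 15 min with peptide, 25 °C; medium: HEPES pH 7.5 buffer with KCl, MgCl2, NaCl and EDTA; signal: fluorescein-to-Cy5 FRET, 480 nm excitation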
# S1P2 blocker = blocks the human S1P2 receptor. O95136. cell-based S1P2 antagonist assay, inhibition at 5 uM. inhibition, % at 5 µM. hit rate 0.21% among 97,000; in the data active = inhibition above about 45%;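 note: CRE beta-lactamase reporter cells expressing human S1P2 stimulated with S1P; 0% = agonist at EC80 alone and 100% = agonist plus reference antagonist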
# Plk1 PBD FP = inhibitors of human Plk1 polo box domain binding | P53350 | Plk1 PBD phosphopeptide binding, fluorescence polarization | inhibition, %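 (tested at about 20 µM)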 | hit rate 0.13% among 97,000; in the data active = inhibition above about 34%, passing the limit was not always enough
# FAK blocker = FAK (human) kinase inhibition; biochemical FAK kinase activity assay; inhibition, %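 (tested at 7 µM)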; hit rate 0.84% among 97,000; in the data active = inhibition above about 19%;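 note: 0% = DMSO and 100% = reference compound high control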
# PLK1 inh = blocks human PLK1 kinase activity | P53350 | recombinant PLK1 kinase, TR-FRET peptide phosphorylation | inhibition, % at 10 µM | hit rate 0.53% among 97,000 | AID 619;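 active = inhibition of 50% or more in the single-concentration screen; inactive = inhibition below 50%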;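 note: 0% = DMSO max control and 100% = H-89 dihydrochloride min control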
# EphB4 antag = blocks human EphB4 binding to ephrin-B2 | P54760 | inhibition, % at 7 µM | hit rate 0.15% among 97,000 | AID 720 | EphB4 LBD / TNYL-RAW-Alexa532 peptide, fluorescence polarization;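 active = inhibition above the screen-wide mean inhibition plus 3 SD, cut at about 15% in these data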;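 note: 0% = DMSO wells and 100% = excess unlabeled TNYL-RAW peptide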
# Active calls of the source: *; x = no result given.
Structure,MT1-MMP txn act,PLK1 inh,PLAP activator,EphB4 antag,S1P2 ag,Rev-RRE block,Plk1 PBD FP,S1P2 blocker,FAK blocker
CC(C)(C)Nc1nc(SCc2ccccc2)nc(N2CCOCC2)n1,1,-14,1.4,8,-3,10,-5,-46,0
COc1ccc(N(C(=O)c2ccc(F)cc2)C2=CC3CCC(C2)N3C)cc1 (stereo unspecified),1.2,4,1.7,-1,-5,5,-16,-5,-1
COc1ccccc1N1CCN(C(=O)c2cc3sccc3n2C)CC1,1.1,-4,1.4,-5,-3,1,-29,14,0
O=C(Nc1ccc(F)cc1)C1CCCCC1,1.2,-9,1,-9,0,7,-36,-12,-2
CCn1c(-c2ccc(Cl)cc2)n[nH]c1=S,1.1,-2,0.8,4,-3,-4,9,1,-1
CCOc1ccccc1C(=O)Nc1nnc(COC)s1,1.2,-3,x,5,-2,4,-5,-15,2
COc1ccc(OCC#CCNC(C)(C)C)cc1,1.1,-4,1.1,-2,-6,9,-3,-15,1
COc1cccc(N2CCN(Cc3nc(N)nc(Nc4ccccc4)n3)CC2)c1,1.2,-6,1,-1,-2,7,15,2,-2
CCC(Oc1ccccc1)C(=O)Nc1nnc(C(F)(F)F)s1 (stereo unspecified),1,-3,1.1,-2,-2,-2,18,-7,-12
CCOc1ccc2nc(SCC(=O)NC3CCS(=O)(=O)C3)[nH]c2c1 (stereo unspecified),1.4,-7,0.9,13,5,10,3,22,4
Cc1cccc(NC(=O)c2ccccc2NC(=O)C2CCCCC2)c1C,x,-1,x,-13,-3,10,23,-8,1
COC(=O)/C=C1/SC(=Nc2ccc(C)cc2C)NC1=O,x,-7,1,-1,-3,2,-3,3,0
CCCC1=[N+](CC)CCn2c(C)ccc21,1.3,-11,1,-8,-5,3,11,2,0
O=C(c1cc2cc(Cl)ccc2oc1=O)N1CCOCC1,1,-14,0.9,3,-4,8,-8,-4,0
C(=C\c1cccc2ccccc12)/c1nnc(-c2cccs2)o1,x,-12,0.8,-1,-7,15,18,0,8
CCC(CO)Nc1ncnc2c1cnn2-c1ccc(Cl)cc1 (stereo unspecified),0.6,-8,1.5,2,-5,5,7,13,7
CN(CC(=O)N1CCN(c2ccc(F)cc2)CC1)S(=O)(=O)c1ccc(F)cc1,1.3,1,1.1,6,-4,5,-6,-12,-2
O=C(Nc1ccccc1)c1c(F)c(F)c(F)c(F)c1F,0.9,-7,0.9,-7,-6,1,7,4,-1
O=C(OCc1ccccc1)C1=[N+]([O-])OC(C(=O)OCc2ccccc2)C1c1c[nH]c2ccccc12 (stereo unspecified),1.2,2,1.2,-2,1,8,-1,-7,2
O=S(=O)(c1ccccc1)N(Cc1ccccc1)c1ccccn1,1,5,0.8,4,-3,7,-4,-11,-4
CC(C)Nc1nc(SCC(N)=O)nc(N2CCOCC2)n1,0.9,1,0.8,7,-5,11,15,2,1
O=C(CCCn1c(=O)[nH]c2cc(Cl)ccc2c1=O)NCCCN1CCCC1,x,-12,1.4,7,-2,2,-22,-2,0
O=S(=O)(c1ccc(Cl)cc1)n1ccc2cccnc21,x,-5,x,2,-2,-1,13,13,3
Cc1cccc(C(C)(C)C)c1OCCn1ccnc1,1.1,-12,0.8,2,-2,7,6,7,2
CCOC(=O)Cn1nc(C)n(-c2ccc(C(C)C)cc2)c1=O,x,-7,1,-5,-4,-3,5,3,-7
CC1CCN(Cc2nc(-c3ccccc3)no2)CC1,1.5,-12,x,-3,-2,-1,-7,-9,-2
CCCCN1C(=O)Cc2c1nc(N)c1c(N)nc(N(CCC)CCC)c(C#N)c21,x,3,1,-8,0,21,-16,1,-1
Cc1ccc(C(=O)c2oc3nc(C)cc(C)c3c2N)cc1,1.1,-7,1,-1,-3,-5,-19,-10,9
COc1ccc(-c2csc(-n3ncc(-c4cccs4)c3N)n2)cc1,x,-6,1,-8,-3,5,-17,-10,1
O=C(CN1CCN(Cc2ccc(F)cc2Cl)C1=O)NCCCN1CCOCC1,1,-10,1.4,-3,-6,2,-7,12,-8
CC1(C)CC2CC(C)(CN2C(=O)COC(=O)c2cc(Cl)cc(Cl)c2N)C1 (stereo unspecified),1.1,-9,1.4,0,-7,8,21,-16,2
Cc1nn(Cc2c(F)c(F)c(F)c(F)c2F)c(C)c1NC(=O)c1ccc(COc2ccccc2Cl)o1,x,-8,1.4,0,-6,4,-12,10,4
COc1ccccc1Nc1nc(-c2sc(NC(=O)c3ccc([N+](=O)[O-])cc3)nc2C)cs1,x,-12,1.1,-6,-5,-7,6,-7,4
Cc1c(Br)c([N+](=O)[O-])nn1CC(=O)NCc1cccnc1,1.1,-10,1,6,-1,1,-1,-3,1
CN1CCN(CC(=O)Nc2ccc(Cl)cc2Cl)CC1,1,-15,1.5,3,-7,3,11,-14,-1
CCNc1nc(NC(C)C)nc(OCCOC(=O)Nc2ccccc2)n1,1.2,-18,x,-1,-2,4,5,-21,1
CCc1nnc(NC(=O)C(C)Sc2ccccc2)s1 (stereo unspecified),1.1,-5,1.1,-2,-5,0,-3,10,-1
O=C(O)c1cnc(-c2ccccc2)nc1Sc1cccc(Cl)c1,x,-13,1.5,-5,-6,-2,2,6,-8
CC(CN1CCN(C)CC1)OC(=O)c1ccc(Cl)cc1Cl (stereo unspecified),1.1,-2,1.3,2,0,-2,11,-3,-1
CC1CCN(C(c2cccs2)c2nnnn2Cc2ccccc2)CC1 (stereo unspecified),1.2,-2,0.7,-3,-2,16,-8,0,1
c1cc(-c2nnc(-c3ccncc3)o2)ccn1,1.1,9,0.9,3,-4,0,-5,-11,2
NC(=O)SC/C(=N\S(=O)(=O)c1ccccc1)Nc1ccccc1,1.1,-14,0.9,-2,0,4,-9,3,2
COc1ccc2c(CC(=O)Nc3nnc(C4CC4)s3)coc2c1,1.1,-20,0.9,2,-5,10,15,1,9
CC(=O)c1oc2ccccc2c1NC(=O)CN1CCCCC1,1.3,-8,x,3,-5,6,-6,-13,2
CC12CCC(C(=O)NC(c3ccccc3)c3ccccc3)(OC1=O)C2(C)C (stereo unspecified),1.1,-5,1.2,0,-4,3,-25,3,1
CCOC(=O)CNC(=O)c1ccccc1,1.1,-11,0.9,13,-11,7,-5,12,1
CCC(=O)Nc1cc(C)c(NC(=O)C23CC4CC(CC(C4)C2)C3)cn1,1.1,3,x,6,-6,13,-17,7,-3
Cc1ccc(S(=O)(=O)N2CCC(C(=O)Nc3ccc4c(c3)COC4=O)CC2)cc1,1.1,-12,1,4,-3,6,5,-17,2
COC(=O)c1cccc(C(=O)Nc2cnc3ccccc3c2)n1,1.4,-7,1.3,-1,-3,6,-18,12,-1
NC1=NC(=O)C2(COC(c3ccccc3Cl)OC2)S1 (stereo unspecified),1.3,-12,x,-1,-5,1,3,6,-3
Cn1c(=O)oc2cc(S(=O)(=O)NC3CCN(Cc4ccccc4)CC3)ccc21,1,-10,x,2,-2,5,-17,15,4
Cc1ccccc1OCC(=O)OC1CCN(C)CC1,1,-4,1.2,3,-8,10,-8,12,5
O=c1c(-c2ccco2)[n+]([O-])c2ccccc2n1OCc1ccccc1F,1,4,0.9,3,-1,10,8,-15,-2
O=C(c1ccc(F)cc1)C1CCN(C(=O)NC2CCCCC2)CC1,1.1,-6,1,-7,1,-1,7,-4,-10
COc1ccc(NC(=O)C2OCCc3ccccc32)c(OC)c1 (stereo unspecified),x,-16,1.2,2,-4,-2,-9,-2,-1
COc1cccc2cc(C(=O)NC(C)C3CCCO3)c(=O)oc12 (stereo unspecified),1.4,-20,1.2,-11,-3,2,-6,-29,0
Cc1snc(S(=O)(=O)/C(C#N)=N/Nc2ccc(C(F)(F)F)cc2)c1C#N,x,-6,1.4,3,-5,5,5,-4,-6
COc1ccc(NC2CC(=O)N(C(C)C)C2=O)cc1 (stereo unspecified),1.3,54*,0.9,0,-6,-7,10,0,-2
c1ccc2c(c1)[nH]c1c(NCC3CCCO3)ncnc12 (stereo unspecified),1.1,2,1,-5,-11,1,-10,10,11
O=C(Nc1nc2ccc(Cl)cc2s1)c1ccc(Br)o1,1.2,-8,0.8,-2,-2,4,-8,6,2

# Some values from the results shown:
# `CC1CCN(C(c2cccs2)c2nnnn2Cc2ccccc2)CC1` (stereo unspecified) – Plk1 PBD FP: -8
# `Cn1c(=O)oc2cc(S(=O)(=O)NC3CCN(Cc4ccccc4)CC3)ccc21` – FAK blocker: 4
# `COc1cccc2cc(C(=O)NC(C)C3CCCO3)c(=O)oc12` (stereo unspecified) – PLK1 inh: -20
# `COC(=O)c1cccc(C(=O)Nc2cnc3ccccc3c2)n1` – PLK1 inh: -7
# `O=c1c(-c2ccco2)[n+]([O-])c2ccccc2n1OCc1ccccc1F` – PLK1 inh: 4

# (continued)
Structure,MT1-MMP txn act,PLK1 inh,PLAP activator,EphB4 antag,S1P2 ag,Rev-RRE block,Plk1 PBD FP,S1P2 blocker,FAK blocker
COc1cccc(-n2c(SCC(=O)N3CCOCC3)nc3c([nH]c4ccccc43)c2=O)c1,1.1,-2,x,7,0,6,1,23,3
COc1cccc(C2=NOC(C(=O)NCc3ccccn3)C2)c1 (stereo unspecified),1.1,0,1.1,5,-7,5,18,7,-3
C/C(NCC(C)(C)CN(C)C)=C(/C#N)C(=O)NCc1ccccc1,1.2,-4,1.4,3,-6,0,-22,12,-6
CC(=O)c1c(C(C)=O)c(C)n(CCCCn2c(C)c(C(C)=O)c(C(C)=O)c2C)c1C,1,-4,x,-5,-5,-2,-29,-10,1
COc1ccc(N(CC(=O)Nc2ccc(C)cn2)S(=O)(=O)c2c(C)noc2C)cc1,1.2,-7,1.3,5,-3,13,8,8,6
CCOC(=O)c1sc2nc(C3CC3)cc(-c3ccc(OC)cc3)c2c1N,x,-12,0.9,2,4,-4,-15,13,-3
Cc1ccc2nc(-c3ccccc3)cc(C(=O)NCCCn3ccnc3)c2c1,x,-7,1.1,4,-5,0,10,10,2
O=C1c2ccccc2C(Nc2ccc(Cl)cc2)N1CCN1CCOCC1 (stereo unspecified),x,-27,1.4,4,-3,1,17,-1,-9
Cc1ccccc1NC(=O)c1ccc(CSc2ncccn2)cc1,x,-4,1,-5,-2,1,7,-1,0
CC(=O)Oc1ccc2occ(C(=O)c3cccs3)c2c1,1.6,-8,0.9,-2,-5,0,18,-20,0
CC(NC(=O)c1ccccc1Cl)C1COc2ccccc2O1 (stereo unspecified),1.3,-3,x,1,-2,6,20,8,17
O=C(OCc1c(Cl)cccc1Cl)c1cccnc1,1,-15,1.1,2,8,5,8,-2,1
CCOc1ccc2nc(NCCNC(=O)Nc3ccccc3)c(C#N)cc2c1,1.2,-10,1.5,7,0,29,-23,27,3
O=C(COC(=O)CCc1c[nH]c(=O)[nH]1)Nc1cccc(Cl)c1,1.1,-9,1.4,2,-4,23,7,-6,0
C/C(CC(=O)Nc1ccccn1)=N\NC(=O)Cc1cccc2ccccc12,x,46,1.6,0,-6,1,-21,-13,4
Cc1ccc(C(C(=O)NC2CCCC2)N(C(=O)Cc2cccs2)c2cccc(C)c2C)o1 (stereo unspecified),x,-7,1,6,-4,4,16,-8,12
COc1cccc(NC(=O)CSc2nccn2-c2cccc(OC)c2)c1,1.2,-2,0.9,-3,2,0,-17,15,-3
Cc1cc(C)cc(NC(=O)C2CCCN(S(=O)(=O)c3cnc[nH]3)C2)c1 (stereo unspecified),0.9,-19,1.8,3,-6,4,-27,2,1

# Single records (already shown). Values in the order: MT1-MMP txn act | PLK1 inh | PLAP activator | EphB4 antag | S1P2 ag | Rev-RRE block | Plk1 PBD FP | S1P2 blocker | FAK blocker
# Profile of `C/C(NCC(C)(C)CN(C)C)=C(/C#N)C(=O)NCc1ccccc1` : 1.2 | -4 | 1.4 | 3 | -6 | 0 | -22 | 12 | -6
# Profile of `O=C1c2ccccc2C(Nc2ccc(Cl)cc2)N1CCN1CCOCC1` (stereo unspecified) : x | -27 | 1.4 | 4 | -3 | 1 | 17 | -1 | -9
